Assay outcomes: PubChem, several laboratories
OXTR potentiate: human OXTR potentiation. activation, % at 3 µM. P30559. 320,000 tested, 0.061% active. CHO-OTR cells, Fluo-8 calcium fluorescence, potentiator mode; 0% = oxytocin EC15, 100% = EC100;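 active = activation above that plate's cutoff, the mean activation of tested compounds plus 3 SD, cut at about 6.6% in these data, passing the limit was not always enough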;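 also: 100% uses oxytocin at 75 nM as the full agonist control; some results filed as inactive read as strong as hits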
Target sequence (P30559 whole entry, looked up): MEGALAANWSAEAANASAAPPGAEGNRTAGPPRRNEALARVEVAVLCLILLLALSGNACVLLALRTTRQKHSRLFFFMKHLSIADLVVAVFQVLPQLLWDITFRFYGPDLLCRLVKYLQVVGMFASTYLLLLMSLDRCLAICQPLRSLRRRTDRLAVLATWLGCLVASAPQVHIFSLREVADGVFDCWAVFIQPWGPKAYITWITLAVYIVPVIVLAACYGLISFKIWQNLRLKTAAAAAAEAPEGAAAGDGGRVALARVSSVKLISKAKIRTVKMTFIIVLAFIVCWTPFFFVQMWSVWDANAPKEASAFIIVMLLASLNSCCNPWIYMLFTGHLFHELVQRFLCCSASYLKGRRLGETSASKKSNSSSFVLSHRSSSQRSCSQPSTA
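Assay system: CHO-OTR cells, human receptor / Also added: oxytocin at about EC15, sub-maximal agonist stimulus / Dosing: single dose, 3.0 µM nominal final compound concentration / Incubation: 6 min pre-incubation, 100 s read / Technique: Fluo-8 calcium dye fluorescence / Read-out: % activation vs EC15 and EC100 oxytocin / Benchmarks: EC15 oxytocin low, 75 nM oxytocin high / Replicates: singlicate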
PfM18AAP inh: blocks P. falciparum M18 aspartyl aminopeptidase | inhibition, % at 7.35 µM | recombinant PfM18AAP, H-Glu-NHMec fluorogenic cleavage | 290,000 tested, 1.2% active;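 active = inhibition above the campaign mean inhibition over all tested compounds plus 3 SD, cut at about 28% in these data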;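 also: 0% = plate median of test compound wells and 100% = 2 mM ZnCl2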
GPR7 antagonist: human neuropeptides B/W receptor 1 antagonism; 290,000 tested, 1.1% active; inhibition, % at 4.4 µM; P48145; AID 1861; GPR7-expressing cells, fluorescence antagonist assay; in the data active = inhibition above about 16%, passing the limit was not always enough;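 also: cells stimulated with the agonist NPW; 0% = agonist with vehicle and 100% = vehicle without agonist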
Target sequence (P48145 whole entry, looked up): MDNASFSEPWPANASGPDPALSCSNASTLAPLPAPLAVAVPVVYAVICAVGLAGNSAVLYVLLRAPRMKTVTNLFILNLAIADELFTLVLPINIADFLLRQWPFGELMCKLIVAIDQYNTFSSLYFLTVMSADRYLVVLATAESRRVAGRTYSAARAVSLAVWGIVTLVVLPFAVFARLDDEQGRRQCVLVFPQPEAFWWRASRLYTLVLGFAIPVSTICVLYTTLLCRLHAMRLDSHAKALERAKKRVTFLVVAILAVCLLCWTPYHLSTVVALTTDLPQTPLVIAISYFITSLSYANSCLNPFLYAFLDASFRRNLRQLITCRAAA
MEKK2wt PB1 HTS: raises or lowers MEK5 binding to wildtype human MEKK2 PB1 domain; Q9Y2U5; bead flow cytometry, Alexa488-MEK5 binding to MEKK2 WT; actives lie on both sides; binding response (% of control), % at 10 µM; 290,000 tested, 1.1% active; in the data active = binding response below about 67% or above about 130%
OXTR agonist: activates the human oxytocin receptor; P30559; CHO-OTR cells, Fluo-8 calcium fluorescence; normalized: DMSO 0%, oxytocin 100%; activation, % at 3 µM; 320,000 tested, 0.32% active; AID 2435;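 active = activation above the mean of all tested compounds plus 3 SD, cutoff set per screening run, cut at about 20% in these data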;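 also: peak over basal fluorescence ratio from a 100 s FLIPR kinetic read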
GalR3 antag: blocks the human galanin receptor 3; O60755; inhibition, % at 3 µM; 360,000 tested, 0.44% active; HEK293 GalR3-CNG cAMP membrane potential fluorescence; galR3 body fused to GalR1 C-terminus;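 active = inhibition above the screen-wide average plus 3 SD, cut at about 13% in these data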;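 also: forskolin and galanin both at EC90 stimulate the cells; cAMP rise reported by CNG channel membrane potential dye signal; 0% = forskolin plus galanin with DMSO and 100% = forskolin alone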
Target sequence (O60755 1-299 limits assumed): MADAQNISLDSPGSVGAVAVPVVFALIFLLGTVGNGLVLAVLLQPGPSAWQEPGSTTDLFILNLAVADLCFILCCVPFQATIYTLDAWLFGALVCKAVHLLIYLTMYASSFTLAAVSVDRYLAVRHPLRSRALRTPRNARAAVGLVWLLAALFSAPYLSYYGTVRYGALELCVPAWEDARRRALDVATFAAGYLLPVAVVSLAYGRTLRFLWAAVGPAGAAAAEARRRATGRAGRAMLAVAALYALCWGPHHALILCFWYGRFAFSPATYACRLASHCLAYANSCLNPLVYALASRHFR
V1R ag counter: V1a receptor agonism, counter-screen for OXTR agonists. activation, % at 3 µM. 320,000 tested, 0.25% active. AID 2797. CHO-V1R cells, Fluo-8 calcium fluorescence, agonist mode; 0% DMSO, 100% 3 nM vasopressin;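 active = activation above the mean activation of all tested compounds plus 3 SD, per screening run, cut at about 20% in these data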;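 also: signal is peak over basal fluorescence ratio across a 100 second FLIPR read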
NALP1 yeast inh: blocks the NALP1 inflammasome reconstituted in yeast. S. cerevisiae NALP1/ASC/caspase-1 growth, X-gal OD620, 72 h. inhibition, % at 10 µM. 280,000 tested, 0.61% active. AID 2071; in the data active = inhibition mostly above about 24%, no sharp cut-off; inactive = mostly below about 32%; also: some compounds called inactive have numbers as strong as hits
MEKK2mut PB1 HTS: signal of MEK5 binding to mutant human MEKK2 PB1 domain; AID 1530; percent response, % at 10 µM; 290,000 tested, 0.35% active; bead flow cytometry, Alexa488-MEK5 binding to MEKK2 mutant; in the data active = percent response above about 24%, passing the limit was not always enough; also: inactives centre near 1; some results filed as inactive read as strong as hits; reference of the scale not given here
* marks the source's active call; other numbers are inactive results; . = not tested or not shown; & = joins results of further samples.

SMILES	OXTR potentiate	PfM18AAP inh	GPR7 antagonist	MEKK2wt PB1 HTS	OXTR agonist	GalR3 antag	V1R ag counter	NALP1 yeast inh	MEKK2mut PB1 HTS
O=C(Nc1cccc(-c2nnc(-c3ccccc3)o2)c1)C1CCCCC1	-8	1	-14	108	-0.7	11	-0.5	-44	2
CCOC(=O)c1ccccc1NS(=O)(=O)c1ccc(S(=O)(=O)N2CCCC2)cc1	-5	3	10	101	-1.4	-1	0.6	16	1
COc1ccc(C(=O)NOCc2ccccc2)cc1	6	.	.	.	-0.5	-5	1.8	.	.
Cc1ccc(N=C2NC(=O)CS2)cc1	-3	3	-2	98	0.0	-1	0.5	8	-2
Cc1cccc(N2CCN(c3nc(C)cc(C)c3C#N)CC2C)c1 (configuration not stated)	1	-1	6	102	-1.7	-4	-1.7	19	0
Cc1nc(CNC(=O)CC2C(=O)NCCN2Cc2cccc(Oc3ccccc3)c2)cs1 (configuration not stated)	-9	-7	-8	126	0.0	-4	2.0	13	16
CCn1cc(C(=O)N[C@@H](C)C(=O)NCCCO)c(=O)c2cc3c(cc21)OCO3	.	-3	4	111	.	-8	.	-8	6
COC(=O)c1c(NC(=O)C(=O)N2CCCC2)sc2c1CC(C)(C)OC2	-7	1	-15	102	0.4	-1	-0.1	1	4
O=C(CNC(=O)c1cccc(OC(F)F)c1)OCc1cc(=O)n2cc(Br)ccc2n1	-5	-6	-7	91	-0.2	3	-0.2	25	15
c1ccc(CC2CCN(Cc3ccccn3)CC2)cc1	6	3	-6	97	1.3	-4	-0.6	23	-3
C/C(=N\NC(=O)CNC(=O)c1ccc(Br)cc1)c1ccco1	2	-2	-15	104	0.0	-8	0.0	17	0
O=C(Nc1ccc(Br)cc1F)C1CCCO1 (configuration not stated)	3	-11	-17	96	0.8	-3	1.8	-110	-4
CN1CCN(c2ccc(S(=O)(=O)N3CCOCC3)cc2NC(=O)CSCc2ccccc2)CC1	-6	.	.	.	-2.0	-3	-1.1	.	.
Cc1ccc(OCCCN2CCOCC2)cc1	-6	-4	4	107	0.5	-12	-0.5	22	6
CCCc1cc(C(=O)Nc2cccc(Cl)c2)no1	-4	-7	-4	100	-1.2	.	2.8	46	0
CCn1c(=O)c(C(=O)NCc2ccc(OC)c(OC)c2)c(O)c2ccccc21	5	-3	-3	98	0.1	-1	1.3	18	-1
N#C/C(C(=O)N1CCOCC1)=C1/SC(Cc2ccccc2)C(=O)N1c1ccccc1 (configuration not stated)	-12	0	-16	92	3.1	-3	2.0	8	-13
CS(=O)(=O)c1ccc(Cl)c(NC(=O)CN2CCCC2c2ccc3c(c2)OCCCO3)c1 (configuration not stated)	-2	.	.	.	0.7	-6	4.3	.	.
O=C1CC2(CCN(S(=O)(=O)c3ccccc3F)CC2)Oc2ccccc21	-11	.	.	.	-2.4	-6	-0.7	.	.
COc1ccc(C(=O)NC2CCSc3ccccc32)cc1F (configuration not stated)	-4	-2	-9	103	0.6	-8	0.2	14	-1
COc1cc(C(=O)OC(C)CN2CCOCC2)cc(OC)c1OC (configuration not stated)	-8&-7	0&-3	3&-4	109&104	0.5&2.4	-1&-4	1.3&1.7	5&2	12&2
Cc1cc(NC(=O)CCC(=O)N(Cc2ccco2)C(C(=O)NC2CCCC2)c2ccccc2)no1 (configuration not stated)	-6	-2	-1	104	0.5	-3	1.3	14	0
CCOCC(=O)Nc1nc2c(s1)C(=O)CC(C)(C)C2	-5	-2	-11	115	0.1	1	0.0	34	9
Cc1cccc(NC(=O)C2CCN(S(=O)(=O)c3cccc4nsnc34)CC2)n1	-8	-6	-6	.	5.7	-2	4.3	8	.
Cc1ccnc(SCC(=O)c2cccs2)n1	-20	5	-6	83	0.4	-10	-0.6	17	-12
CN(C)c1nc(-c2ccccc2)c2cc(Cl)ccc2n1	-14	8	-16	89	-2.0	2	-0.1	4	0
Cc1ccc(-c2nc3cccnc3s2)cc1NS(=O)(=O)c1cccs1	-4	6	-21	103	0.0	.	-0.1	5	1
O=C(O)C(=O)/C(=C\c1ccsc1)c1ccc2ccccc2n1	-3	15	-7	96	-0.9	-8	-0.8	-3	0
CCOc1[nH]n(-c2ccc(Cl)cc2)c(=O)c1C=NCC(=O)OC	-12	5	-14	103	0.0	-3	0.6	2	2
O=C1CC(=O)Nc2cc(S(=O)(=O)N3CCN(c4cccc(C(F)(F)F)c4)CC3)ccc2N1	-3	0	-6	94	0.6	3	-0.8	-7	-6
CC(Oc1ccccc1F)C(=O)NNC(=O)CCNC(=O)c1ccccc1Cl (configuration not stated)	-2	-4	-13	111	-0.8	1	0.5	2	10
c1ccc(CSc2ccc(-c3ccc4c(c3)OCO4)nn2)cc1	-4	-10	8	110	-0.7	1	0.3	18	10
COc1cc(OC)c(C2=NOC(C(=O)O)C2)cc1Cl (configuration not stated)	-6	-4	-3	94	-0.6	1	-0.1	9	-6
CS(=O)(=O)N(Cc1ccccc1)c1ccc(C(=O)Nc2ccccc2Sc2ccccc2)cc1	-14	-3	-1	92	3.1	-1	2.8	17	-7
O=C(CSc1ccccc1)Nc1cccnc1	-7	7	-2	109	0.1	-1	0.3	8	8
Cc1ccc(C(=O)NCC(=O)NC23CC4CC(CC(C4)C2)C3)cc1	-8	-7	3	100	-1.1	-5	-1.0	9	5
CC(C)Oc1ccc(C2CC(=O)N(c3cccc(Br)c3)C2=O)cc1 (configuration not stated)	-10	5	0	98	-1.0	-5	0.0	.	6
CC(C)(C)N(Cc1ccccc1)C(=O)COC(=O)CNC(=O)c1ccco1	1	.	.	.	1.8	-1	0.1	.	.
C=CCN1C(=O)S/C(=C\c2ccc(N3CCOCC3)cc2C)C1=O	-3	-3	-12	99	0.6	-3	2.0	8	-1
Cc1cc(Nc2ccc3c(c2)OCCO3)n2nc(C)nc2n1	-6	11	-7	103	-2.1	0	-2.2	-9	2

Profiles from above. Values in the order: OXTR potentiate, PfM18AAP inh, GPR7 antagonist, MEKK2wt PB1 HTS, OXTR agonist, GalR3 antag, V1R ag counter, NALP1 yeast inh, MEKK2mut PB1 HTS
O=C1CC(=O)Nc2cc(S(=O)(=O)N3CCN(c4cccc(C(F)(F)F)c4)CC3)ccc2N1 as listed: -3, 0, -6, 94, 0.6, 3, -0.8, -7, -6
c1ccc(CSc2ccc(-c3ccc4c(c3)OCO4)nn2)cc1 as listed: -4, -10, 8, 110, -0.7, 1, 0.3, 18, 10

Next part.
SMILES	OXTR potentiate	PfM18AAP inh	GPR7 antagonist	MEKK2wt PB1 HTS	OXTR agonist	GalR3 antag	V1R ag counter	NALP1 yeast inh	MEKK2mut PB1 HTS
COc1cc2[nH]c(C(=O)N3CCN(c4ccc(F)cc4)CC3)cc2c(OC)c1OC	-10	-11	6	99	-1.6	-13	0.2	14	4
O=C(Nc1ccccc1N1CCOCC1)c1ccc(Cl)c(S(=O)(=O)N2CCCC2)c1	-2	.	.	.	-2.8	-3	-0.5	.	.
CN(C)S(=O)(=O)c1cc(NC(=O)CN2CCN(c3ccccc3)CC2)ccc1Cl	-7	8	-2	121	-0.5	-4	1.1	23	21
Cc1cc(Nc2ccccc2)nn1C(=O)c1ccc([N+](=O)[O-])cc1	-7	-4	-6	109	-2.7	-3	-1.3	18	3
CCOc1ccccc1NC(=S)N1CCC(NC(=O)c2ccco2)CC1	2	1	2	94	0.6	-4	2.2	1	-7
Cc1ccccc1OCC(=O)NNC(=O)C1CC(=O)N(c2ccc3c(c2)OCCO3)C1 (configuration not stated)	-6	.	.	.	-0.3	-3	0.3	.	.
O=C(O)c1cc(C2CC2)nc2ccccc12	-8	-10	-18	109&96	-0.5	-3	0.0	1	4&-4
S=C(NCCc1ccccc1)Nc1ccccc1	-6	11	21*	89	-0.1	2	0.1	.	-15
CC(C)CNC(=O)C(=O)Nc1cc2c3c(c1)C(C)C(=O)N3CCC2 (configuration not stated)	-10	1	-10	107	-1.2	-6	-0.2	9	3
O=C1CCCN1CN1CCCCC1	-9	-2	-14	97	0.7	-3	1.5	-7	11
CC(C)C(=O)Nc1c2c(nc3c1CCC3)CCCC2	-4	-7	8	107	0.4	-5	0.5	3	5
COc1ccc(C)cc1S(=O)(=O)N(CC(N)=O)Cc1ccccc1	-7	-1	4	97	1.4	-4	1.4	28	-2
Cc1csc2c(=O)sc(NC(=O)c3ccc(F)cc3)nc12	-3	0	-7	105	-1.0	-3	0.5	.	4
O=c1cc(CN2CCN(S(=O)(=O)c3ccc4c(c3)OCCO4)CC2)c2ccc(O)cc2o1	-5	6	0	90	2.9	-6	2.6	3	-3
CC(=O)Nc1ccc(S(=O)(=O)N=S(C)(C)=O)cc1	-1	-2	-16	95	0.3	-6	-0.4	27	0
COc1cccc(C(=O)OCC(=O)c2c[nH]c3ccccc23)c1O	-13	-10	7	98	1.7	-3	1.4	-18	-9
Cc1ccc2nc(-c3ccccc3)cc(C(=O)NCC(c3ccco3)N(C)C)c2c1 (configuration not stated)	-1	.	.	.	-0.2	-2	1.2	.	.
O=C(CCCC(=O)c1ccccc1)NCCc1ccccc1	6	-6	-7	106	0.4	-12	-0.1	13	6
CCOC(=O)c1ccc(NC(=O)CSc2nc3sc(C(=O)O)c(C)c3c(=O)[nH]2)cc1	3	2	1	90	-0.1	-6	-0.8	1	-10
COc1ccc(S(=O)(=O)N(CC(=O)N2CCN(C)CC2)c2ccccc2)cc1OC	0	-3	-3	100	0.0	-5	-0.2	25	2
CC12C=CC3(O1)C(C(=O)N1CCCOC13)C2C(=O)O (configuration not stated)	-24	-3	1	102	-1.3	-5	-0.4	-4	-2
CCOC1(C)OCC(=O)[C@]2(CCC3C4CCC5=CC(=O)C=CC5(C)C4C(=O)CC32C)O1 (some centres not stated)	2	0	-9	101	0.2	7	0.5	8	1
CCc1cccc(C)c1NC(=O)CC1Oc2ccc(C)cc2NC1=O (configuration not stated)	-1	-10	-3	100	0.5	-7	1.6	9	-1
CCOC(=O)c1ccc(S(=O)(=O)Nc2nc3cc(S(=O)(=O)NC4=NCCCCC4)ccc3s2)cc1	-13	-18	-1	98	-0.8	-5	-0.4	-2	0
COc1ccc(-c2cc(C(=O)NCc3ccco3)c3ccccc3n2)cc1	-9	-9	-2	66	-2.1	-6	-0.1	3	-10
COc1ccc(-c2c(C#Cc3ccsc3)c3cc(-c4ccc5[nH]ccc5c4)ccc3n2C)cc1	0	.	.	.	0.0	-1	0.4	.	.
Cc1nc2scc(C)n2c(=O)c1S(=O)(=O)NCC1CCN(Cc2ccc(F)cc2)CC1	-2	12	-10	111	-2.7	1	0.3	23	1
Cc1cc(C)cc(N(CC(=O)N2CCCCCC2)S(C)(=O)=O)c1	-13	-7	-4	102	-0.7	-8	-0.7	4	7
CC(=O)Nc1ccc(SCC(=O)Nc2ccccc2Oc2ccccc2)cc1	-9	-4	-8	103	2.8	-2	5.6	18	8
CCN(CC)S(=O)(=O)c1cccc(NC(=O)/C=C/c2cccc([N+](=O)[O-])c2)c1	-9	-6	-3	117	8.0	0	5.9	29	17
O=C(OCc1ccc([N+](=O)[O-])cc1)c1cc(=O)c2ccccc2o1	-2	4	0	96	0.8	-6	1.5	28	-5
Cc1cc(NCCCN2CCOCC2)n2nc(C)c(-c3ccc(F)cc3)c2n1	-3	5	-10	104	-1.5	1	-1.1	-13	3
